Screens from PubChem.
K1F lysis inhibition = protection from phage-mediated lysis, alamar blue read-out – E. coli UTI89, K1F phage, bacterial capsule biogenesis inhibitors (AID 488966); inhibition, % at 100 µM, or IC50 in µM where a hit was titrated; E. coli UTI89 K1F phage lysis, alamar blue, 2 h; higher % means a stronger effect; 340,000 tested, 0.02% active;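 active = phage lysis inhibition, versus mean bacterial control, above a set limit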;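 note: capsule biogenesis inhibitors block K1F phage lysis so surviving cells raise fluorescence; higher fluorescence means more inhibition of phage lysis; actives were called in the ten point dose series up to 300 µM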
bCat nuc transl = alters nuclear translocation of beta-catenin in HeLa cells; nuclear translocation activity, % at 5 µM; immunofluorescence imaging; 190,000 tested, 0.3% active; AID 1665;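 active = nuclear translocation activity above 50% at 5 µM, with a well cell count of 50 or more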;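 note: per-cell ratio of nuclear to cytoplasmic median beta-catenin stain intensity; plate controls were DMSO negative control for no effect and GSK-3 inhibitor IX positive control for full effect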
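System: HeLa cells, endogenous beta-catenin; compound dosing: 5 µM primary single dose, 0.1% DMSO, 0.02–20 µM confirmation series; incubation: 24 h compound exposure at 37°C, 5% CO2; signal: beta-catenin immunofluorescence imaging with DAPI; evaluation: % activation, nuclear-to-cytoplasmic median beta-catenin signal ratio per cell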
MT stabilizer = microtubule stabilizers in HeLa cells. HeLa tubulin immunostaining HCS, 24 h; share of cells brighter than vehicle mean+2SD. 200,000 tested, 0.83% active. AID 2205. % tubulin-high responders, % at 10 µM;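 active = plate Z-score above 3 for both tubulin-high and condensed-nucleus cell shares, with cell loss under 80%, at 10 µM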;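 note: anti alpha tubulin signal scored within the nucleus-defined area of each cell; some results filed as inactive read as strong as hits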
P. falciparum M1AAP = P. falciparum M1AAP inhibitors, biochemical, fluorogenic H-Leu-NHMec substrate, 1536-well (AID 1445); recombinant M1AAP, H-Leu-NHMec fluorogenic kinetic assay; higher % means a stronger effect; 220,000 tested, 0.42% active; one-dose inhibition, % at 30 µM; IC50 in µM for titrated hits;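 active = primary inhibition above the hit cutoff, then over 50% inhibition at one or more dose response concentrations, cut at about 23% in these data, passing the limit was not always enough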;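 note: plate controls were DMSO full reaction for no effect and no enzyme background for full effect; strong numbers were not always called active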
Dynein cargo inh = blocks dynein driven cargo transport along microtubules; 3617.4 mouse cells, GR-EGFP nuclear translocation imaging; test concentration mostly 20 µM; stimulated with dexamethasone, 1 µM; stronger effect = lower value; z-score, hits read low; 220,000 tested, 0.47% active;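 active = plate z-score of nuclear minus cytoplasmic receptor signal below a set negative limit, without overly bright fluorescence or cell loss, cut at about -3.5 in these data, passing the limit was not always enough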;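 note: z-score of nuclear minus cytoplasmic ring GR-EGFP intensity difference per well; some compounds called inactive have numbers as strong as hits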
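Also added: dexamethasone, 1.0 µM final. Medium: tet-free, stripped-serum medium. Detection: fixed, Hoechst-stained cells imaged at 10x for EGFP. Read-out: nuclear-to-cytoplasmic GR-EGFP distribution per well. Times: induction 48 h, compound 1 h, agonist 30 min.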
Insulin prom up = MIN6 insulin promoter up-regulation. MIN6 insulin promoter-GFP reporter, high-content imaging; stronger effect = higher value. z-score at 5 µM. 190,000 tested, 0.3% active. AID 1625;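 active = z-score above 3 at 5 µM with at least 500 cells counted in the well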
ER stress rescue = rescue of cells from ER stress-induced death, primary screen, 384-well, CSM14.1, thapsigargin, ATP luminescence (AID 1222) | 190,000 tested, under 10 active | one-dose cellular ATP content (survival), % at 20 µM; EC50 in µM for titrated hits | CSM14.1 thapsigargin-induced death rescue, ATP luminescence; higher % means a stronger effect;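 active = EC50 below 50 µM in the dose-response confirmation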;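 note: death triggered by thapsigargin at about 15 µM added after 2 h compound pretreatment; cell ATP read after overnight thapsigargin exposure of roughly 18 to 22 hours; normalized against plate controls of thapsigargin alone and 5% DMSO vehicle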
Autophagy mod = modulators of autophagy; AID 463193; MEF GFP-LC3 puncta imaging; test concentration mostly 10 µM; 190,000 tested, 0.98% active; calls only at 10 µM (by protocol);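 active = percentage of spot-positive cells more than 3 SD above its plate mean, without a fluorescence outlier flag or 80% toxicity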;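 note: spot-positive cell cutoff set from DMSO-treated cells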
M17LAP inhibition = P. falciparum M17LAP inhibitors, primary screen, biochemical, fluorogenic H-Leu-NHMec substrate, 1536-well (AID 1619) | 220,000 tested, 0.38% active | recombinant M17LAP, H-Leu-NHMec fluorogenic kinetic assay; higher % means a stronger effect | inhibition, % at 30 µM; hits with a dose series show IC50 in µM;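 active = compound inhibiting the enzyme by more than half at any dose during confirmatory dose-response retesting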;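 note: plate controls were full reaction with DMSO carrier for no effect and no enzyme background for full effect; strong numbers were not always called active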
Dynein cargo inh cytoplasmic EGFP = second read-out of Dynein cargo inh, no call of its own (marks repeat the call); z-score; measured here: cytoplasmic GR-EGFP intensity; stronger effect = higher value
Dynein cargo inh nuclear GR-EGFP = recorded beside Dynein cargo inh, whose call it bears; z-score; measured here: nuclear GR-EGFP intensity;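 lower value marks the stronger effect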
Dynein cargo inh cell count = also measured in Dynein cargo inh; calls as there; z-score; measured here: cell count per field
Insulin prom up cell count = second read-out of Insulin prom up, no call of its own (marks repeat the call); cell count; measured here: cytotoxicity, nuclei count;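 total cells summed across four imaged fields per well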
bCat nuc transl cell count 5 µM = further read-out of bCat nuc transl, marked with its call; cell count; measured here: cell count, cytotoxicity flag
MT stabilizer Hoechst-high % = second read-out of MT stabilizer, no call of its own (marks repeat the call); % Hoechst-high responders; measured here: nuclear condensation Hoechst responders;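 share of cells brighter than vehicle mean plus two SD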
MT stabilizer cytotoxicity % = second read-out of MT stabilizer, no call of its own (marks repeat the call); toxicity, %; measured here: cytotoxicity by cell density;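 0% = mean cell density of plate MIN control wells and 100% = no cells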
Autophagy mod cell loss 18 h = further read-out of Autophagy mod, marked with its call; toxicity, %; measured here: cell loss, nuclei count;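 cell loss after 18 h compound exposure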
Numbers without * were called inactive; i = inactive; / = not tested or not shown; [ ] = remark or other dose.

SMILES	K1F lysis inhibition	bCat nuc transl	bCat nuc transl cell count 5 µM	MT stabilizer	MT stabilizer Hoechst-high %	MT stabilizer cytotoxicity %	P. falciparum M1AAP	Dynein cargo inh	Dynein cargo inh cytoplasmic EGFP	Dynein cargo inh nuclear GR-EGFP	Dynein cargo inh cell count	Insulin prom up	Insulin prom up cell count	ER stress rescue	Autophagy mod	Autophagy mod cell loss 18 h	M17LAP inhibition
CCS(=O)(=O)Nc1ccc(C2=NN(C(=O)c3ccco3)C(c3ccc(C)cc3)C2)cc1 (stereo unspecified)	9.2%	3.5	1405	2.2	2.3	7.8	-1%	0.19	-0.079	0.061	-0.5	-1.6	1060	-1.4%	i	-8	-3%
O=C(CCCc1ccccc1)Nc1ccccn1	-2.0%	0.2	1543	1.7	3.6	9.3	8%	-0.59	-0.36	-0.31	-0.098	0.73	1385	-1.5%	i	-8	0%
Cc1nn(-c2ccccc2)c(C)c1N	-0.2%	2.8	932	3.7	1.6	10.0	-5%	1.3	-0.2	0.67	-0.26	-0.44	1240	-0.9%	i	-16	6%
O=C1OC(/C(=C\Nc2cc(Cl)ccc2O)[N+](=O)[O-])c2ccccc21 (stereo unspecified)	1.1%	0.6	1000	3.3	4.2	1.3	49µM*	-0.12	-0.3	0.27	0.72	0.37	998	/	i	26	16%
CCOc1ccccc1NC(=O)C1CCCN(C(=O)Nc2ccccc2)C1 (stereo unspecified)	0.2%	-3.9	599	3.7	1.9	7.3	0%	-0.51	-0.28	-0.39	1.7	/	/	-1.2%	i	91	8%
Cc1cc(C)n(-c2ccc(C(=O)Nc3ccc4c(c3)OCCO4)cc2)n1	0.0%	/	/	2.9	1.4	2.0	9%	1.1	-0.27	-0.41	0.44	0.03	1184	/	i	-6	6%
Cc1ccc(OCCSCc2nnc(NC(=O)Nc3cccc(Cl)c3)s2)cc1	4.8%	0.8	986	2.9	2.0	4.4	10%	-0.54	-0.1	-0.33	-0.24	-0.53	1141	10%	i	0	9%
Cc1ccc([N+](=O)[O-])cc1N=Nc1c(-c2ccc([N+](=O)[O-])cc2)[nH]n(C(N)=S)c1=O	-0.4%	-0.1	958	3.8	1.6	22	6%	-1.1	-0.26	-0.63	1.4	-1.3	1294	-1.1%	i	14	0%
O=C(NCCc1ccccc1)C(=O)NCC1OCCN1S(=O)(=O)c1ccc(Cl)cc1 (stereo unspecified)	-0.1%[50 µM]	0.0	1266	/	/	/	-1%	0.86	-0.24	1	-0.85	2	1111	/	/	/	1%
O=C(O)c1ccc(CSc2nc3ccccc3o2)cc1	1.5%	/	/	4.4	1.4	2.4	1%	-0.63	-0.33	0.005	1	/	/	-1.7%	i	10	23%
Cc1ccc(-c2cc(C(F)F)n3ncc(C(=O)NCc4ccco4)c3n2)cc1	-0.1%	-0.3	1068	2.7	3.7	7.4	0%	-1.1	-0.19	-0.42	0.9	-0.99	1474	0.7%	i	-1	-13%
O=c1cc(O)c2c(=O)n(-c3ccccc3)c3c(c2o1)CCCCCC3	2.4%[50 µM]	-5.6	577	4.0	2.9	3.5	14%	0.11	-0.24	0.025	-0.073	-4.2	612	-0.7%	i	-4	-22%
COc1cc(/C=C/C(=O)OCC(=O)Nc2ccc(NC(C)=O)cc2)cc(S(=O)(=O)N2CCc3ccccc32)c1OC	0.2%	2.8	1109	4.4	1.7	4.6	11%	0.53	-0.32	0.56	-0.069	-0.96	1217	4.1%	i	-5	1%
COc1ccc2c(c1)c(C(C)=O)c(C)n2-c1ccccc1	0.5%[50 µM]	/	/	2.8	2.1	3.2	-1%	-0.11	-0.22	-0.039	0.15	-0.17	942	3.1%	i	3	-12%
CCCOc1ccc(N2CC(C(=O)Nc3ccccc3OC)CC2=O)cc1 (stereo unspecified)	4.2%	-0.7	1062	7.4	2.5	6.2	0%	0.64	-0.096	0.74	-0.7	/	/	/	/	/	-5%
Cc1nn(CC(=O)NCc2ccccc2Cl)c(C)c1[N+](=O)[O-]	0.8%	0.7	1327	2.3	1.7	8.2	-2%	0.45	-0.22	0.75	1.2	-0.29	1581	-1.0%	i	-25	-13%
O=C(Oc1ccc(=O)n(-c2ccccc2)n1)c1ccc(F)cc1	-0.5%	-4.6	1077	1.7	2.1	2.8	-2%	-0.52	-0.27	-0.24	1.2	-0.11	1616	3.5%	i	-7	-7%
CS/C(N)=N/N=C/c1ccc2c(c1)OCO2	0.1%	-0.7	1360	/	/	/	7%	-0.77	-0.25	-0.57	0.92	-0.39	1244	/	/	/	15%
Cc1ccsc1C(=O)NC(C)c1ccc2c(c1)OCO2 (stereo unspecified)	0.5%	-1.5	1154	2.4	1.3	1.6	0%	-0.79	-0.23	-0.2	-0.65	0.2	1151	-0.2%	i	-9	13%
COc1ccc(NC(=O)CN2CCC(C)CC2)c([N+](=O)[O-])c1	2.2%	0.3	1029	4.2	1.1	3.9	-3%	0.14	-0.24	-0.089	0.85	-0.4	1848	1.2%	i	-3	10%
c1ccc2c(-c3ccncc3)c[nH]c2c1	0.7%	-3.1	1013	5.8	2.9	13	-5%	-0.69	0.78	0.086	2	0.45	1361	1.0%	i	-24	-9%
Cc1ccc2cc(CN(Cc3cccs3)Cc3nnnn3CC3CCCO3)c(=O)[nH]c2c1C (stereo unspecified)	3.2%	-6.1	1219	2.0	1.6	1.5	5%	0.17	-0.39	-0.066	0.065	1.6	1113	-1.7%	i	1	4%
CS(=O)(=O)NN1C(=O)c2ccccc2NC1c1cc2ccccc2nc1Cl (stereo unspecified)	-0.1%	-0.6	964	1.9	1.7	3.1	0%	1.1	-0.22	0.75	-0.65	0.78	1451	-3.1%	i	-6	9%
Cc1ccc(-c2nn3c(C)nnc3c3ccccc23)cc1S(=O)(=O)NCc1ccco1	2.8%[50 µM]	2.4	814	2.2	0.5	19	16%	-0.08	-0.074	0.29	-0.25	2.1	1233	-0.8%	i	6	16%
Cc1cc(C(=O)NCC23CC4CC(CC(C4)C2)C3)c(C)o1	/	0.6	1532	1.7	1.3	3.6	5%	-0.62	-0.2	-0.23	0.19	-0.09	1605	2.6%	i	12	10%
C=CCn1c(-c2cccn(Cc3cccc(Cl)c3)c2=O)n[nH]c1=S	0.1%	1.1	1387	2.2	0.3	1.6	8%	-0.58	-0.21	-0.43	0.59	0.32	1529	-2.5%	i	1	0%
Cc1ccc(-c2nc3nc4ccccc4nc3n2Cc2ccco2)cc1	2.8%	-0.6	900	3.1	3.4	20	14%	1.3	0.11	0.88	-0.83	-0.77	1280	-1.6%	i	25	26%
